Compound activity (PubChem)
MrgX1 PAM = positive allosteric modulators of MrgX1, primary screen, HEK293 cells, Fluo-4 calcium flux | Mas-related G-protein coupled receptor member X1 (Homo sapiens), Q96LB2 | FDSS; hits give high values | B-score at 10 µM | hit rate 0.63% among 310,000 | AID 588675, 2011;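 active = plate-corrected calcium response at least 3 library SD above typical, normal starting fluorescence, not activating the receptor alone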;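 also: compound read alongside a low EC10 to EC30 dose of BAM8-22 agonist; peak minus trough fluorescence over baseline measured at the second addition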
Target sequence (Q96LB2 whole entry, looked up): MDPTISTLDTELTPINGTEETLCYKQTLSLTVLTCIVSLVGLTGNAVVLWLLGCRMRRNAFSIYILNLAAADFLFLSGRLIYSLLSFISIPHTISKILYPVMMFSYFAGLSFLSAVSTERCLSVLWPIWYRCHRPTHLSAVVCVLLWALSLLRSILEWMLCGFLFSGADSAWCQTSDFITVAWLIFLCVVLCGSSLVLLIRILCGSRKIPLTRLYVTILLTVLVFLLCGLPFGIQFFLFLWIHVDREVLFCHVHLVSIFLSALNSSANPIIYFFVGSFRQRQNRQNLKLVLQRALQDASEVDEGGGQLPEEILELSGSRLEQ
TRPC6 inhibitor = mouse TRPC6 channel inhibitors, primary screen, cell-based, HEK293, membrane potential dye; B-score at 10 µM; ACh-evoked depolarization; hits give low values; hit rate 1.1% among 310,000; Short transient receptor potential channel 6 (Mus musculus), Q61143;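 active = B-score under library mean minus 3 SD, initial fluorescence not abnormally high, positive integrated signal ratio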;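 also: B-score derived from integrated fluorescence ratio over the kinetic read; more negative B-score means stronger inhibition of depolarization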
ANO1 block = TMEM16A chloride channel inhibitors, primary screen, cell-based, HTS; HEK293 TMEM16A/YFP iodide influx fluorescence, ionomycin; hit rate 1.2% among 310,000; normalized B-score (activity score, 25-100; higher = stronger inhibition) at 10 µM; Anoctamin-1 (Mus musculus), Q8BHY3; AID 588511, 2011;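 active = ratio plate-corrected score three or more library SD toward inhibition, starting fluorescence score within five deviations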;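 also: score derived from kinetic fluorescence span divided by baseline fluorescence per well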
MrgX1 agonist = agonists of human MrgX1 receptor, primary screen, HEK293 cells, Fluo-4 calcium flux | Fluo-4 calcium fluorescence, agonist mode; hits give high values | B-score at 10 µM | hit rate 0.44% among 310,000 | AID 588627, 2011;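 active = calcium response B-score plate-corrected fluorescence ratio at least 3 library SD, with starting fluorescence B-score inside 5 SD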
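System – MrgX1-expressing HEK293 cells · Incubation – cells plated overnight, dye loaded 0.5 h 37 °C, 0.5 h room temperature · Technique – kinetic Fluo-4 NW fluorescence of intracellular calcium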
RGS4 pot = RGS4 potentiators or activators, primary screen, cell-based, HEK293 M3R inducible RGS4, calcium flux; carbachol calcium flux Fluo4; hits give low values; B-score at 10 µM; hit rate 0.92% among 310,000; AID 463111, 2010;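 active = B-score of the integrated calcium signal more than 4 SD below the library mean, with starting fluorescence not abnormally high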;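 also: negative B-score means reduced calcium response which marks RGS4 activation or potentiation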
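System – HEK293 FlpIn-TREx cells, stable M3R, doxycycline-inducible RGS4 · Reagent – ECmax carbachol challenge · Times – compound preincubation 20 min at room temperature before agonist · Technique – Fluo4 fluorescence kinetic imaging of calcium · Measure – B score of integrated Fluo4 ratio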
RGS4 block = RGS4 inhibitors, primary screen, cell-based, HEK293 M3R inducible RGS4, calcium flux; Regulator of G-protein signaling 4 (Homo sapiens), P49798; Fluo-4 calcium flux; hits give high values; triggered by carbachol at its EC20; B-score at 10 µM; hit rate 0.45% among 310,000; AID 463165, 2010;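 active = B-score, a plate-corrected calcium signal, over three deviations above library mean, with baseline fluorescence within five deviations of library mean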;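 also: RGS4 expression induced by doxycycline in cells with stable M3 receptor; B-score is computed from the integrated fluorescence ratio over baseline after carbachol; higher B-score means a larger calcium signal and so more RGS4 inhibition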
Target sequence (P49798 whole entry, looked up): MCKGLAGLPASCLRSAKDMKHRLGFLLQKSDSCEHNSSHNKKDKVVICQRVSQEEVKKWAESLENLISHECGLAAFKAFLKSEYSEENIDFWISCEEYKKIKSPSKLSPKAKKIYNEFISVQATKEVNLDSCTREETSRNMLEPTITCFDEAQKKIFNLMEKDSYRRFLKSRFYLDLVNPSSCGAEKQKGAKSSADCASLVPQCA
ANO1 activ = TMEM16A chloride channel activators or potentiators, primary screen, cell-based, HTS | hit rate 0.3% among 340,000 | Anoctamin-1 (Mus musculus), Q8BHY3 | HEK293 TMEM16A/YFP-H148Q/I152L, iodide quench fluorescence; hits give low values | AID 623877, 2012 | B-score at 10 µM;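 active = fluorescence-ratio B-score plate-corrected deviation score at least 3 library SD below zero, with starting fluorescence score within 5 deviations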;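 also: channel opened by trigger with iodide after compound preincubation; score built on the fluorescence ratio of max minus min over baseline; more negative score means more quench and so TMEM16A activation or potentiation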
TRPC6 activator = mouse TRPC6 channel activators, primary screen, cell-based, HEK293, membrane potential dye; HEK293-TRPC6 membrane potential dye fluorescence; hits give high values; B-score at 10 µM; Short transient receptor potential channel 6 (Mus musculus), Q61143; hit rate 0.13% among 310,000;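 active = B-score of the integrated fluorescence ratio above library mean plus 3 SD, and starting fluorescence ratio within library mean plus 5 SD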;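 also: higher score means more depolarization so channel activation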
MrgX1 antag = antagonists of human MrgX1 receptor, primary screen, HEK293 cells, Fluo-4 calcium flux | Mas-related G-protein coupled receptor member X1 (Homo sapiens), Q96LB2 | hit rate 1.3% among 310,000 | B-score at 10 µM | BAM8-22 antagonism; hits give low values;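 active = calcium-response B-score plate-corrected more than 3 library SD below zero, starting fluorescence within 5 deviations, no agonist response on first addition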;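 also: peak minus trough fluorescence over baseline after final BAM8-22 challenge near maximal dose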
SKKanGAS inh = S. pyogenes SKKanGAS growth inhibitors in kanamycin, primary screen, streptokinase expression inhibitor project, SKKanGAS strain, BacTiter-Glo luminescence. hit rate 1.3% among 300,000. inhibition, % at 7.5 µM. AID 1662, 2009. 6 h;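 active = mean replicate score, as percent of positive control median, at least 50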;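 also: strain carries kanamycin resistance gene driven by streptokinase promoter and grows in 40 µg/ml kanamycin; loss of luminescence reflects streptokinase promoter inhibition or plain growth inhibition; 0% = median of DMSO wells and 100% = positive control at its reference dose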
HDAC3 inhib = HDAC3 deacetylase inhibitors, primary screen, biochemical, fluorescence, cell-free homogeneous. recombinant HDAC3, fluorogenic peptide/trypsin coupled. inhibition, % at 8.3 µM. hit rate 0.15% among 320,000; in the data active = inhibition above about 26%, passing the limit was not always enough
Target sequence (O15379 whole entry, looked up): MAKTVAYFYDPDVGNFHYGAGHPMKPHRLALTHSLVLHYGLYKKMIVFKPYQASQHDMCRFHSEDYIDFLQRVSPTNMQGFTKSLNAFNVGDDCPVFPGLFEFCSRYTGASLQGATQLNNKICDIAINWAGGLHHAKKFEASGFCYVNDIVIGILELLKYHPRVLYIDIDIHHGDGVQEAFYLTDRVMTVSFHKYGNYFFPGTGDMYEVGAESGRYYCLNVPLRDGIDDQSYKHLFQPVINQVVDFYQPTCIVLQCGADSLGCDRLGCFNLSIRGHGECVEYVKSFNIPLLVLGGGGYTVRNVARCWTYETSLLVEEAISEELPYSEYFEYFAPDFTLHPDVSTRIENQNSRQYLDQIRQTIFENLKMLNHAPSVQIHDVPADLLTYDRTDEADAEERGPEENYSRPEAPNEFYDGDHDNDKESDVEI
* hit, by the source's call. An unsorted share of the library; 6.7% or so of the library scored in one or more.

Screening CC12CCC(C(=O)N(CC(O)CN3CCCCCC3)C1=O)C2(C)C (stereo unspecified) returned MrgX1 PAM inactive, TRPC6 inhibitor inactive, ANO1 block inactive, MrgX1 agonist inactive, RGS4 pot inactive, RGS4 block inactive, ANO1 activ inactive, TRPC6 activator inactive, MrgX1 antag inactive, SKKanGAS inh -8 and HDAC3 inhib -2.
Screening CCOc1cc(NC(=O)c2cccs2)c(OCC)cc1NC(=O)CCC(=O)NCC1CCCO1 (stereo unspecified) returned MrgX1 PAM inactive, TRPC6 inhibitor inactive, ANO1 block inactive, MrgX1 agonist inactive, RGS4 pot inactive, RGS4 block inactive, ANO1 activ inactive, TRPC6 activator inactive, MrgX1 antag inactive, SKKanGAS inh 5 and HDAC3 inhib 3.
O=C(CSc1c[nH]c2ccccc12)NCc1ccc2c(c1)OCO2 was read as MrgX1 PAM inactive, TRPC6 inhibitor inactive, ANO1 block inactive, MrgX1 agonist inactive, RGS4 pot inactive, RGS4 block inactive, ANO1 activ inactive, TRPC6 activator inactive, MrgX1 antag inactive, SKKanGAS inh -9 and HDAC3 inhib 2.
`CCC(C(=O)NC1CCCC1)N(C(=O)c1snc(C(N)=O)c1N)c1ccc(OC)c(OC)c1` (stereo unspecified) gave MrgX1 PAM inactive, TRPC6 inhibitor inactive, ANO1 block inactive, MrgX1 agonist inactive, RGS4 pot inactive, RGS4 block inactive, ANO1 activ inactive, TRPC6 activator inactive, MrgX1 antag inactive, SKKanGAS inh -2 and HDAC3 inhib 11.
Screening C/C(=N\N=C(/N)SC1CC(=O)N(c2ccc(Cl)cc2)C1=O)c1cccs1 (stereo unspecified) returned MrgX1 PAM inactive, TRPC6 inhibitor inactive, ANO1 block inactive, MrgX1 agonist inactive, RGS4 pot inactive, RGS4 block 8.7*, ANO1 activ inactive, TRPC6 activator inactive, MrgX1 antag inactive, SKKanGAS inh 26 and HDAC3 inhib -7.
`CC1Cc2ccccc2N1S(=O)(=O)c1cccc(C(=O)NC2CC2)c1` (stereo unspecified) gave MrgX1 PAM inactive, TRPC6 inhibitor inactive, ANO1 block inactive, MrgX1 agonist inactive, RGS4 pot inactive, RGS4 block inactive, ANO1 activ inactive, TRPC6 activator inactive, MrgX1 antag inactive, SKKanGAS inh -4 and HDAC3 inhib 1.
Screening O=C(O)CSCC(=O)NCc1ccc(Cl)cc1 returned MrgX1 PAM inactive, TRPC6 inhibitor inactive, ANO1 block inactive, MrgX1 agonist inactive, RGS4 pot inactive, RGS4 block inactive, ANO1 activ inactive, TRPC6 activator inactive, MrgX1 antag inactive, SKKanGAS inh -7 and HDAC3 inhib 4.
Screening COc1ccccc1Oc1ccccc1C(=O)O returned MrgX1 PAM inactive, TRPC6 inhibitor inactive, ANO1 block inactive, MrgX1 agonist inactive, RGS4 pot inactive, RGS4 block inactive, ANO1 activ inactive, TRPC6 activator inactive, MrgX1 antag inactive, SKKanGAS inh -3 and HDAC3 inhib 3.
`N#CCCN(C(=O)COC(=O)Cc1c[nH]c2ccccc12)c1ccccc1` gave MrgX1 PAM inactive, TRPC6 inhibitor inactive, ANO1 block inactive, MrgX1 agonist inactive, RGS4 pot inactive, RGS4 block inactive, ANO1 activ inactive, TRPC6 activator inactive, MrgX1 antag inactive, SKKanGAS inh -3 and HDAC3 inhib -5.
`COc1ccc(Oc2nccc(-c3ccc(Cl)cc3)n2)cc1` gave MrgX1 PAM inactive, TRPC6 inhibitor inactive, ANO1 block inactive, MrgX1 agonist inactive, RGS4 pot inactive, RGS4 block inactive, ANO1 activ inactive, TRPC6 activator inactive, MrgX1 antag inactive, SKKanGAS inh 2 and HDAC3 inhib -14.
For COc1ccc(Cn2c(CO)cnc2SCC(=O)Nc2cccc(NC(C)=O)c2)cc1 the results were MrgX1 PAM inactive, TRPC6 inhibitor inactive, ANO1 block inactive, MrgX1 agonist inactive, RGS4 pot inactive, RGS4 block inactive, ANO1 activ inactive, TRPC6 activator inactive, MrgX1 antag inactive, SKKanGAS inh -5 and HDAC3 inhib 2.
Screening CC(C)CC(NC(=O)C1CCCCC1)C(=O)NCc1ccccn1 (stereo unspecified) returned MrgX1 PAM inactive, TRPC6 inhibitor inactive, ANO1 block inactive, MrgX1 agonist inactive, RGS4 pot inactive, RGS4 block inactive, ANO1 activ inactive, TRPC6 activator inactive, MrgX1 antag inactive, SKKanGAS inh -3 and HDAC3 inhib 8.
For c1ccc(OCc2nnc3sc(-c4cccs4)nn23)cc1 the results were MrgX1 PAM inactive, TRPC6 inhibitor inactive, ANO1 block inactive, MrgX1 agonist inactive, RGS4 pot inactive, RGS4 block inactive, TRPC6 activator inactive, MrgX1 antag inactive, SKKanGAS inh -4 and HDAC3 inhib 4.
For COc1ccc2oc(=O)c(C(=O)NCc3ccc(C)cc3)cc2c1 the results were MrgX1 PAM inactive, TRPC6 inhibitor inactive, ANO1 block inactive, MrgX1 agonist inactive, RGS4 pot inactive, RGS4 block inactive, ANO1 activ inactive, TRPC6 activator inactive, MrgX1 antag inactive, SKKanGAS inh -2 and HDAC3 inhib 6.
Screening N#CC1(c2ccccc2)CCN(S(=O)(=O)c2ccc(OC(F)(F)F)cc2)CC1 returned MrgX1 PAM inactive, TRPC6 inhibitor inactive, ANO1 block inactive, MrgX1 agonist inactive, RGS4 pot inactive, RGS4 block inactive, ANO1 activ inactive, TRPC6 activator inactive, MrgX1 antag inactive, SKKanGAS inh 10 and HDAC3 inhib 15.
`CCC(C)[C@H](NC(=O)NCc1ccc(Cl)cc1)C(=O)O` (stereo partly specified) gave MrgX1 PAM inactive, TRPC6 inhibitor inactive, ANO1 block inactive, MrgX1 agonist inactive, RGS4 pot inactive, RGS4 block inactive, ANO1 activ inactive, TRPC6 activator inactive, MrgX1 antag inactive, SKKanGAS inh -10 and HDAC3 inhib -2.
`CCCn1c(=O)c2c(C(=O)OCC)cc(-c3ccco3)nc2n(CCC)c1=O` gave TRPC6 inhibitor inactive, RGS4 pot inactive, RGS4 block inactive, ANO1 activ inactive, TRPC6 activator inactive and SKKanGAS inh 11.
Screening CC(=O)Oc1ccc(N2C(=O)C3C4C=CC(CC4)C3C2=O)cc1[N+](=O)[O-] (stereo unspecified) returned MrgX1 PAM inactive, TRPC6 inhibitor inactive, ANO1 block inactive, MrgX1 agonist inactive, RGS4 pot inactive, RGS4 block inactive, ANO1 activ inactive, TRPC6 activator inactive, MrgX1 antag inactive, SKKanGAS inh 4 and HDAC3 inhib -2.
COc1ccc(C(C)NC(=O)Cc2cccs2)cc1 (stereo unspecified) was read as MrgX1 PAM inactive, TRPC6 inhibitor inactive, ANO1 block inactive, MrgX1 agonist inactive, RGS4 pot inactive, RGS4 block inactive, ANO1 activ inactive, TRPC6 activator inactive, MrgX1 antag inactive, SKKanGAS inh -2 and HDAC3 inhib 8.
Screening O=S(=O)(Nc1ccc(N2CCCCC2)cc1)c1ccc(F)cc1 returned MrgX1 PAM inactive, TRPC6 inhibitor inactive, ANO1 block inactive, MrgX1 agonist inactive, RGS4 pot inactive, RGS4 block inactive, ANO1 activ inactive, TRPC6 activator inactive, MrgX1 antag inactive and SKKanGAS inh -3.
Screening O=C1C2CCCN2c2ccc(S(=O)(=O)N3CCOCC3)cc2N1Cc1cccc(C(F)(F)F)c1 (stereo unspecified) returned MrgX1 PAM inactive, TRPC6 inhibitor inactive, ANO1 block inactive, MrgX1 agonist inactive, RGS4 pot inactive, RGS4 block inactive, TRPC6 activator inactive, MrgX1 antag inactive, SKKanGAS inh 4 and HDAC3 inhib 0.
O=S(=O)(CC(O)COc1ccc(Br)cc1)c1ccccc1 (stereo unspecified) was read as MrgX1 PAM 9*, TRPC6 inhibitor inactive, ANO1 block inactive, MrgX1 agonist inactive, RGS4 pot inactive, RGS4 block inactive, ANO1 activ inactive, TRPC6 activator inactive, MrgX1 antag inactive, SKKanGAS inh -21 and HDAC3 inhib 0.
For Cc1ccccc1OCC(=O)NNC(=S)NC(=O)c1ccccc1[N+](=O)[O-] the results were MrgX1 PAM inactive, TRPC6 inhibitor inactive, ANO1 block inactive, MrgX1 agonist inactive, RGS4 pot inactive, RGS4 block inactive, ANO1 activ inactive, TRPC6 activator inactive, MrgX1 antag inactive, SKKanGAS inh 7 and HDAC3 inhib 2.
For O=C(O)c1cccc(-n2cccc2/C=C2/NC(=O)N(Cc3ccccc3F)C2=O)c1 the results were MrgX1 PAM inactive, TRPC6 inhibitor inactive, ANO1 block inactive, MrgX1 agonist inactive, RGS4 pot inactive, RGS4 block inactive, ANO1 activ inactive, TRPC6 activator inactive, MrgX1 antag inactive, SKKanGAS inh 15 and HDAC3 inhib -20.
COc1ccc(NC(=O)c2c(Cl)nc3ccccn23)cc1 was read as MrgX1 PAM inactive, TRPC6 inhibitor inactive, ANO1 block inactive, MrgX1 agonist inactive, RGS4 pot inactive, RGS4 block inactive, ANO1 activ inactive, TRPC6 activator inactive, MrgX1 antag inactive, SKKanGAS inh -6 and HDAC3 inhib -9.
For CCc1ccc(N(CC(=O)NC2CCCC2)C(=O)CCC(=O)Nc2ccccn2)cc1 the results were MrgX1 PAM inactive, TRPC6 inhibitor inactive, ANO1 block inactive, MrgX1 agonist inactive, RGS4 pot inactive, RGS4 block inactive, ANO1 activ inactive, TRPC6 activator inactive, MrgX1 antag inactive, SKKanGAS inh -5 and HDAC3 inhib 1.
`COC(=O)Cc1ccc(N(Cc2ccccc2F)S(=O)(=O)c2ccc(Br)cc2)cc1` gave MrgX1 PAM inactive, TRPC6 inhibitor inactive, ANO1 block inactive, MrgX1 agonist inactive, RGS4 pot inactive, RGS4 block inactive, ANO1 activ inactive, TRPC6 activator inactive, MrgX1 antag inactive, SKKanGAS inh 13 and HDAC3 inhib -9.
Screening COC(=O)c1c(NC(=O)C2CCCCC2C(=O)O)sc2c1CCCCC2 (stereo unspecified) returned MrgX1 PAM inactive, TRPC6 inhibitor inactive, ANO1 block inactive, MrgX1 agonist inactive, RGS4 pot inactive, RGS4 block inactive, ANO1 activ inactive, TRPC6 activator inactive, MrgX1 antag inactive, SKKanGAS inh -3 and HDAC3 inhib -11.
